Compound activity from PubChem.
FEN1 inhibitor – human FEN1 inhibition. 390,000 compounds, 0.35% hits. Recombinant FEN1 flap cleavage, fluorescence, 15 min. Potency, µM (highest dose often 114 µM), without a hit: at the highest dose activity change, negative = inhibition, actives largely listed as inhibitors; note: nearly all actives have a fitted effect of over 65% in size
Target sequence (P39748 whole entry, looked up): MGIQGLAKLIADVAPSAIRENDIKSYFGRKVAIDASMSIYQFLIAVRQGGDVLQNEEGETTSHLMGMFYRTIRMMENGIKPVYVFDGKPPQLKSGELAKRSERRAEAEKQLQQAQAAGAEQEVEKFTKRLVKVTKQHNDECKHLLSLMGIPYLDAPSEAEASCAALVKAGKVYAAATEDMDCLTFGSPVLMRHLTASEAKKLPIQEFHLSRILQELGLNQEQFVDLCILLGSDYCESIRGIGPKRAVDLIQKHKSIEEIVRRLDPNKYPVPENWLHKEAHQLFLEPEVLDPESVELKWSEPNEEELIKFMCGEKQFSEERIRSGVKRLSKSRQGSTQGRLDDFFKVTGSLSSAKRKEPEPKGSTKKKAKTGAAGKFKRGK
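Enzyme 10 nM, 15 min RT preincubation with compound; start with substrate 50 nM final; reads at 0 and 15 min; qHTS titration, four-parameter Hill fit.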
GCN5L2 inh – GCN5L2 (KAT2A) acetyltransferase inhibition. GCN5L2 HAT assay, ThioGlo1 CoA-SH fluorescence. 390,000 compounds, 0.21% hits. Potency, µM (series often up to 58.9 µM), for the others: top-dose activity change, negative = inhibition, hits mostly inhibitors
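qHTS, 1536-well. 20nM enzyme, pH 7.5 HEPES/EDTA/Tween-20 buffer; 15 min compound preinc., RT. Start: 75uM H3(1-25), 70uM AcCoA, 50uM ThioGlo1. Read Ex340/Em540 at t=0 (autofluorescence flag) and t=20 min.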
DT40 TDP1 CPT – DT40-hTDP1 cell growth loss with CPT; chicken DT40 Tdp1-/-;hTDP1 cells + 20 nM CPT, ATP luminescence, 48 h; Potency, µM (top dose mostly 46.2 µM), inactives show at the highest dose activity change, negative = growth inhibition, hits mostly inhibitors; 420,000 compounds, 12% hits; note: nearly all actives have a fitted effect of over 55% in size
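Chicken DT40 Tdp1-/- cells complemented with human TDP1, 400 cells/well, exposed to compounds plus 20 nM camptothecin for at least 48 h at 37 C; viability read as ATP content by CellTiter-Glo luminescence.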
* = called active by the depositor. Calls come from the whole dose curve; as a rule, active = well fitted curve in the direction sought with a large enough effect; inconclusive = small, poorly fitted or top-dose-only effect, or another doubt; inactive = no such curve, though single readings can be large; an effect the other way counts as inactive or inconclusive. % is set by controls: 0 for no effect and ±100 for the full control effect; potency is the fitted concentration of half-maximal effect.

What do the screens show for `CCc1c(O)nc(SCC(=O)Nc2ccc(Br)cc2)n(-c2ccc(C)cc2)c1=O`?
FEN1 inhibitor: -18%; GCN5L2 inh: -5%; DT40 TDP1 CPT: -4%

How did CCc1nnc2c3ccccc3nc(Nc3ccc(C(C)=O)cc3)n12 do in these assays?
FEN1 inhibitor: 0%; GCN5L2 inh: -3%; DT40 TDP1 CPT: inconclusive

What do the screens show for `CCCCSc1nc2c([nH]1)c(=S)n(C)c(=O)n2C`?
FEN1 inhibitor: -7%; DT40 TDP1 CPT: 1.3µM*

Results for Cc1cc(Cn2nc(C(=O)NCC3CC3)cc2-c2ccccc2)on1 ?
FEN1 inhibitor: -5%; GCN5L2 inh: -9%; DT40 TDP1 CPT: -77%

How did CNC(=S)N/N=C/c1c(C)c(C(=O)c2ccc(F)cc2)n2ccccc12 do in these assays?
FEN1 inhibitor: -4%; GCN5L2 inh: -7%; DT40 TDP1 CPT: inconclusive

How did O=C(c1ccc2c(=O)n(-c3ccccc3)c(=S)[nH]c2c1)N1CCN(c2ccccc2)CC1 do in these assays?
FEN1 inhibitor: -16%; GCN5L2 inh: -14%; DT40 TDP1 CPT: 15µM*

How did O=C(O)c1nccnc1C(=O)Nc1ccc(Cl)cn1 do in these assays?
FEN1 inhibitor: 1%; GCN5L2 inh: 3%; DT40 TDP1 CPT: -11%

How did O=C(Cn1cc2c(n1)CCCC2)NC1CCCCCC1 do in these assays?
FEN1 inhibitor: 4%; GCN5L2 inh: -5%; DT40 TDP1 CPT: -15%

What do the screens show for `Cc1nn(C(=O)c2ccoc2C)c(N)c1-c1ccccc1`?
FEN1 inhibitor: 1%; GCN5L2 inh: -28%; DT40 TDP1 CPT: -10%

What do the screens show for `Cc1ccc(NNC2CC(=O)N(c3cccc(Cl)c3)C2=O)cc1` (stereo unspecified)?
FEN1 inhibitor: -22%; GCN5L2 inh: inconclusive; DT40 TDP1 CPT: 4%

Results for O=C(Nc1cc(C(F)(F)F)ccc1N1CCOCC1)c1ccco1 ?
FEN1 inhibitor: 1%; GCN5L2 inh: -14%; DT40 TDP1 CPT: -9%

How did COc1cc(/C=N\NC(=O)c2nonc2N)c(OC)cc1Br do in these assays?
FEN1 inhibitor: -1%; GCN5L2 inh: 0%; DT40 TDP1 CPT: inconclusive

How did CCOc1cc(C(=O)OCc2ccc(C(=O)OC)o2)cc(Br)c1OC do in these assays?
FEN1 inhibitor: -20%; GCN5L2 inh: -1%; DT40 TDP1 CPT: -1%

What do the screens show for `Cc1ccc(S(=O)(=O)N2CCCCC2)cc1C(=O)Nc1ccc(N2CCOCC2)cc1`?
FEN1 inhibitor: -3%; GCN5L2 inh: -5%; DT40 TDP1 CPT: inconclusive

Results for CCOC(=O)C1CN(S(=O)(=O)c2ccc(C)cc2)c2ccccc2O1 (stereo unspecified) ?
FEN1 inhibitor: 0%; GCN5L2 inh: -7%; DT40 TDP1 CPT: -1%

How did O=C(CN(c1ccc(Br)cc1)S(=O)(=O)c1ccc(Cl)c([N+](=O)[O-])c1)NCC1CCCO1 (stereo unspecified) do in these assays?
FEN1 inhibitor: 1%; DT40 TDP1 CPT: 16µM*

Results for CCn1cc(C(=O)Nc2ccc(OC)c(OC)c2)c2cc(OC)c(OC)cc2c1=O ?
FEN1 inhibitor: 0%; GCN5L2 inh: -8%; DT40 TDP1 CPT: inconclusive

What do the screens show for `CC(=O)Nc1nc(SCC(=O)NCC2CCCO2)[nH]c(=O)c1NC(=O)c1cccs1` (stereo unspecified)?
FEN1 inhibitor: -1%; GCN5L2 inh: -11%; DT40 TDP1 CPT: 6%

What do the screens show for `CCOP(=O)(OCC)C(NC(=O)Nc1ccccc1)c1ccccc1` (stereo unspecified)?
FEN1 inhibitor: -1%; GCN5L2 inh: 1%; DT40 TDP1 CPT: -10%

Results for CCOC(=O)Cc1c(C)nc2c(-c3ccccc3)c(-c3ccccc3)[nH]n2c1=O ?
FEN1 inhibitor: -5%; GCN5L2 inh: -25%; DT40 TDP1 CPT: inconclusive

What do the screens show for `Cc1ccc(NC(=O)CCC(=O)c2cccs2)cc1F`?
FEN1 inhibitor: -14%; GCN5L2 inh: -5%; DT40 TDP1 CPT: -3%

Results for CN1CCN(C(=O)c2ccc(-c3nn(C)c(=O)c4ccccc34)cc2)CC1 ?
FEN1 inhibitor: 21%; DT40 TDP1 CPT: -28%

Results for CCOc1ccccc1NC(=O)CCCc1nc2ccccc2c(=O)[nH]1 ?
FEN1 inhibitor: 10%; GCN5L2 inh: -3%; DT40 TDP1 CPT: -16%

Results for O=C(CN1CCN(c2ccccn2)CC1)Nc1ccc(Oc2ccccc2)cc1 ?
FEN1 inhibitor: -2%; GCN5L2 inh: -14%; DT40 TDP1 CPT: inconclusive

Results for CN(C)S(=O)(=O)c1cc(NC(=O)CN2CCN(c3ccccc3O)CC2)ccc1Cl ?
FEN1 inhibitor: -4%; GCN5L2 inh: 0%; DT40 TDP1 CPT: inconclusive

Results for O=C(O)CSc1nc(-c2ccccc2)cc(=O)[nH]1 ?
FEN1 inhibitor: -4%; GCN5L2 inh: -4%; DT40 TDP1 CPT: -1%

What do the screens show for `O=C(N[C@@H](Cc1ccc(O)cc1)C(=O)O)C(c1ccccc1)c1ccccc1`?
FEN1 inhibitor: 0%; GCN5L2 inh: 0%; DT40 TDP1 CPT: -1%

How did Cc1n[nH]c(=S)n1/N=C/c1ccccc1OCc1ccc(Cl)cc1Cl do in these assays?
FEN1 inhibitor: 2%; GCN5L2 inh: 4%; DT40 TDP1 CPT: inconclusive

How did C/C(=N\NC(=O)c1cnccn1)c1ccc([N+](=O)[O-])cc1 do in these assays?
FEN1 inhibitor: -2%; GCN5L2 inh: -4%; DT40 TDP1 CPT: 8%

What do the screens show for `O=C(N/N=C/c1ccc(F)cc1)c1cc[n+]([O-])cc1`?
FEN1 inhibitor: -1%; GCN5L2 inh: -7%; DT40 TDP1 CPT: inconclusive

What do the screens show for `O=C(C=C1SCCS1)/C=C/c1ccco1`?
FEN1 inhibitor: -13%; GCN5L2 inh: inconclusive; DT40 TDP1 CPT: inconclusive

What do the screens show for `COc1ccccc1/C=C/CN1CCN(Cc2ccc(C)o2)C(CCO)C1` (stereo unspecified)?
FEN1 inhibitor: -6%; GCN5L2 inh: -6%; DT40 TDP1 CPT: inconclusive

Results for Cc1cc(F)ccc1S(=O)(=O)Nc1cc2c(C(=O)O)c(C)oc2c2ccccc12 ?
FEN1 inhibitor: inconclusive; GCN5L2 inh: 0%; DT40 TDP1 CPT: 15%

Results for Cc1ccc(-c2nc(N3CCCC(C)C3)c3ccccc3n2)cc1 (stereo unspecified) ?
FEN1 inhibitor: 9%; GCN5L2 inh: -13%; DT40 TDP1 CPT: inconclusive

What do the screens show for `CCC1CN(C(=O)N2CCC(C(=O)NCCCc3ccccc3)CC2)c2cc(C)ccc2O1` (stereo unspecified)?
FEN1 inhibitor: -16%; GCN5L2 inh: -14%; DT40 TDP1 CPT: inconclusive

How did Cc1ccc(NS(=O)(=O)c2ccc(NC(=O)C3CCCO3)cc2)cc1 (stereo unspecified) do in these assays?
FEN1 inhibitor: 2%; GCN5L2 inh: -13%; DT40 TDP1 CPT: inconclusive

How did Cc1cccc(Nc2ncnc3onc(-c4cccc(Cl)c4)c23)c1 do in these assays?
FEN1 inhibitor: -21%; GCN5L2 inh: 0%; DT40 TDP1 CPT: 21µM*

What do the screens show for `Cc1nc2ccccc2c2nc3ccccc3n12`?
FEN1 inhibitor: 22µM*; GCN5L2 inh: -2%; DT40 TDP1 CPT: inconclusive

Results for CN(CC(=O)Nc1cccc(F)c1)C(=O)c1ccc(N2C(=O)c3ccccc3C2=O)cc1 ?
FEN1 inhibitor: 2%; GCN5L2 inh: -1%; DT40 TDP1 CPT: inconclusive

How did COc1ccc(CC2(CO)CCN(Cc3cnn(-c4ccccc4)c3)CC2)cc1 do in these assays?
FEN1 inhibitor: -3%; GCN5L2 inh: -2%; DT40 TDP1 CPT: inconclusive

Results for COc1ccc(C2C(C(=O)Nc3ccccn3)=C(C)Nc3ncnn32)c(OC)c1 (stereo unspecified) ?
FEN1 inhibitor: -4%; GCN5L2 inh: -10%; DT40 TDP1 CPT: 3%

What do the screens show for `CCCCN1CC(O)=C(c2nc3ccccc3[nH]2)C1=N`?
FEN1 inhibitor: 1%; GCN5L2 inh: -12%; DT40 TDP1 CPT: inconclusive

How did CCc1ccccc1-n1nnc(-c2ccccc2)n1 do in these assays?
FEN1 inhibitor: -8%; GCN5L2 inh: -19%; DT40 TDP1 CPT: -1%

What do the screens show for `N#Cc1ccc(CN2CCN(C(=O)c3ccccc3)CC2)c(Cl)c1`?
FEN1 inhibitor: 6%; GCN5L2 inh: -3%; DT40 TDP1 CPT: -17%

What do the screens show for `CCOC(=O)c1noc2nc(C)n(CC(=O)Nc3ccccc3F)c(=O)c12`?
FEN1 inhibitor: -11%; GCN5L2 inh: -1%; DT40 TDP1 CPT: -6%

How did CN(C)CCCNC(=O)c1cc2sc3ccccc3c2s1 do in these assays?
FEN1 inhibitor: -12%; GCN5L2 inh: -8%; DT40 TDP1 CPT: inconclusive

How did COc1ccc(N2CC(O)(c3ccc(F)cc3)[N+]3=C2CCCC3)cc1 (stereo unspecified) do in these assays?
FEN1 inhibitor: 1%; GCN5L2 inh: -2%; DT40 TDP1 CPT: inconclusive

Results for COc1cccc(-n2ccnc2SCC(=O)Nc2c(C)cc(C)cc2C)c1 ?
FEN1 inhibitor: -8%; GCN5L2 inh: -9%; DT40 TDP1 CPT: inconclusive

For convenience, part of the list above:
What do the screens show for `CCCCN1CC(O)=C(c2nc3ccccc3[nH]2)C1=N`?
FEN1 inhibitor: 1%; GCN5L2 inh: -12%; DT40 TDP1 CPT: inconclusive

How did CCc1ccccc1-n1nnc(-c2ccccc2)n1 do in these assays?
FEN1 inhibitor: -8%; GCN5L2 inh: -19%; DT40 TDP1 CPT: -1%

What do the screens show for `N#Cc1ccc(CN2CCN(C(=O)c3ccccc3)CC2)c(Cl)c1`?
FEN1 inhibitor: 6%; GCN5L2 inh: -3%; DT40 TDP1 CPT: -17%

What do the screens show for `CCOC(=O)c1noc2nc(C)n(CC(=O)Nc3ccccc3F)c(=O)c12`?
FEN1 inhibitor: -11%; GCN5L2 inh: -1%; DT40 TDP1 CPT: -6%

How did CN(C)CCCNC(=O)c1cc2sc3ccccc3c2s1 do in these assays?
FEN1 inhibitor: -12%; GCN5L2 inh: -8%; DT40 TDP1 CPT: inconclusive

How did COc1ccc(N2CC(O)(c3ccc(F)cc3)[N+]3=C2CCCC3)cc1 (stereo unspecified) do in these assays?
FEN1 inhibitor: 1%; GCN5L2 inh: -2%; DT40 TDP1 CPT: inconclusive

Results for COc1cccc(-n2ccnc2SCC(=O)Nc2c(C)cc(C)cc2C)c1 ?
FEN1 inhibitor: -8%; GCN5L2 inh: -9%; DT40 TDP1 CPT: inconclusive

(list continues)
How did CCCN1CCN(CCCNC(=O)Cn2nc(CC)n3c(cc4occc43)c2=O)CC1 do in these assays?
FEN1 inhibitor: 16%; GCN5L2 inh: -4%; DT40 TDP1 CPT: -4%

Results for N#Cc1cccc(NC(=O)N2CCCC3(CCN(C(=O)c4cccc(F)c4)CC3)C2)c1 ?
GCN5L2 inh: 8%; DT40 TDP1 CPT: -12%

Results for CCOc1ccc(N/C(C)=C/C(=O)c2ccc3c(c2)OCCO3)cc1 ?
FEN1 inhibitor: -21%; GCN5L2 inh: -16%; DT40 TDP1 CPT: -21%

How did Cc1ccc(NC(=O)Cn2c(=O)ccn(Cc3ccccc3)c2=O)cc1S(=O)(=O)N1CCOCC1 do in these assays?
FEN1 inhibitor: 15%; DT40 TDP1 CPT: 4%

What do the screens show for `Cn1cccc1/C=N/NC(=O)c1cccnc1`?
FEN1 inhibitor: 5%; GCN5L2 inh: -10%; DT40 TDP1 CPT: 3%

Results for CCCCCCC(=O)Nc1cc2c(C)cc(=O)oc2cc1C ?
FEN1 inhibitor: -1%; GCN5L2 inh: inconclusive; DT40 TDP1 CPT: -6%

Results for CCC(Sc1nc(=O)cc(N)n1CCc1ccccc1)C(=O)Nc1cc(C)on1 (stereo unspecified) ?
FEN1 inhibitor: -14%; GCN5L2 inh: 0%; DT40 TDP1 CPT: 11%

What do the screens show for `O=C(NC1CCN(Cc2ccccc2)C1)c1cc(S(=O)(=O)N2CCOCC2)ccc1Cl` (stereo unspecified)?
FEN1 inhibitor: 0%; GCN5L2 inh: 2%; DT40 TDP1 CPT: -8%

Results for Cc1cc(C)cc(N2C(=O)CSC23C(=O)N(Cc2c(F)cccc2Cl)c2ccccc23)c1 (stereo unspecified) ?
FEN1 inhibitor: 3%; GCN5L2 inh: -6%; DT40 TDP1 CPT: 16µM*

What do the screens show for `COc1ccc([C@H]2CC(=O)C=C(c3ccc4[nH]ccc4c3)C2)cc1OC`?
FEN1 inhibitor: -19%; GCN5L2 inh: -12%; DT40 TDP1 CPT: inconclusive

This is a subset; the hit share may differ from the screen's.
